Screening data: PubChem BioAssay, Emory University Molecular Libraries Screening Center
14-3-3 PPI – 14-3-3 gamma protein interaction modulation. P61981. FP, 14-3-3gamma / TMR-pS259-Raf peptide binding. inhibition, % at 40 µM. hit rate 0.19% among 160,000. AID 422; in the data active = inhibition above about 30%;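 note: 0% = protein plus tracer without compound and 100% = blank with tracer alone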
Target sequence (P61981 whole entry, looked up): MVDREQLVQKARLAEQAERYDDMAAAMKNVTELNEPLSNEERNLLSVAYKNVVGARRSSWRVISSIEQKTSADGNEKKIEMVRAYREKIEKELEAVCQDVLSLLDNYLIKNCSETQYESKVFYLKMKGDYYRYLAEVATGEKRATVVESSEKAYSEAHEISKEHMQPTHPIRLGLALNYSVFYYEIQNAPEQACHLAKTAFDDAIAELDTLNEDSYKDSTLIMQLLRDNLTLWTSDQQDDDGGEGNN
Starred values were filed as active, the others as inactive; & = joins results of further samples. An excerpt; the hit share may differ from the screen's.

SMILES | 14-3-3 PPI
OC(c1ccc(Cl)cc1)c1nnc(-c2ccccc2)o1 (stereo not drawn) | -2
Cc1ccc(CNC(=O)c2ccc(Cn3c(=O)c4ccccc4n(Cc4ccccc4C#N)c3=O)cc2)cc1 | 1
COc1cc(OC)cc(-c2nnc(SCC(=O)N3CCCc4ccccc43)o2)c1 | -2
Cn1cc(SCC(=O)Nc2ccc3c(c2)OCCO3)c2ccccc21 | -6
Cc1cc(C)c2c(C)nn(C3CCOC(C)(C)C3)c2n1 (stereo not drawn) | -5
CCC1(C)CC(CC(=O)O)(c2ccccc2OC)CCO1 (stereo not drawn) | -3&-2
C=CCNC1=C(Cl)C(=O)N(c2ccccc2Cl)C1=O | -2
Cc1ccc(C)c(Cn2c(CCNC(=O)c3ccc(F)cc3)nc3ccccc32)c1 | 4
Cc1ccc(Nc2c(-c3ccccn3)nc3ccc(Cl)cn23)cc1 | 6
Cc1cc(C)cc(OCc2nnc(SCC(=O)c3ccc(Br)cc3)o2)c1 | -5
CCc1ccccc1OCC(=O)Nc1ccc(S(N)(=O)=O)cc1 | -2&-5
CCC(C(=O)N1CC(=O)Nc2ccc(Cl)cc2C1c1ccc(F)cc1)c1ccccc1 (stereo not drawn) | 0
COC(=O)C1=C(C)N=C2SCCC(=O)N2C1c1cccc(Br)c1 (stereo not drawn) | 1
Cc1ccc(S(=O)(=O)Nc2ccc3oc4c(c3c2)CC(C)CC4)cc1[N+](=O)[O-] (stereo not drawn) | 0
CCS(=O)(=O)Nc1cccc(C2=NN(S(C)(=O)=O)C(c3ccco3)C2)c1 (stereo not drawn) | -217
COc1ccc(CN2C(=O)c3ccccc3C2C(=O)NCC2CCCO2)c(OC)c1 (stereo not drawn) | -10
CCOC(=O)C1CCN(c2nc(-c3ccccc3)nc3c2oc2ccccc23)CC1 | 1
CC1(C)CC(=O)c2cc(C(=O)Nc3ccc(F)cc3)c(=O)n(-c3ccccc3)c2C1 | -2
CCOc1ccc2nc(C)cc(Nc3ccc4c(c3)OCCO4)c2c1 | -7
CCOC(=O)c1ccc2c(c1)N(Cc1ccccc1C)C(=O)c1ccccc1S2=O (stereo not drawn) | 2
CC(C)(C)n1nnnc1C(c1ccccc1F)N1CCN(C2CCCC2)CC1 (stereo not drawn) | -4
CNC(=O)C1CCC(CNS(=O)(=O)c2ccc(NC(C)=O)cc2)CC1 (stereo not drawn) | -8
Cc1ccc(C2/C(=C(/O)c3cnn(-c4ccccc4)c3C)C(=O)C(=O)N2CCN2CCOCC2)o1 (stereo not drawn) | 4
O=C1c2ccccc2C(=O)c2c1cccc2-n1cnnn1 | -19
Nc1c(C(=O)Nc2nc(-c3ccccc3)cs2)sc2nc3c(cc12)CCCCC3 | -34
CCOC(=O)CSc1nc2nc(C)cc(C)c2c(=O)[nH]1 | 5
Cc1ccc(O)c(NC(=O)CCCC(=O)O)c1 | -5
O=C1CCC(=O)N1c1ccc(N2CC=C(c3ccccc3)CC2)c([N+](=O)[O-])c1 | -3
O=C(CN1C(=O)c2ccccc2C1=O)Nc1ccc(Br)cc1 | -13
Cc1cc(C)cc(NC(=O)CSc2nc3c(c(=O)n2C)SC(C)C3)c1 (stereo not drawn) | -6&-4

A draw from above in order of SMILES length, largest number first.
SMILES | 14-3-3 PPI
CC1(C)CC(=O)c2cc(C(=O)Nc3ccc(F)cc3)c(=O)n(-c3ccccc3)c2C1 | -2
CCOC(=O)c1ccc2c(c1)N(Cc1ccccc1C)C(=O)c1ccccc1S2=O (stereo not drawn) | 2
CCOC(=O)C1CCN(c2nc(-c3ccccc3)nc3c2oc2ccccc23)CC1 | 1

Remaining list, next part:
SMILES | 14-3-3 PPI
O=C(CSc1nc2c(c(=O)n1Cc1ccccc1)C1(CCCC1)Cc1ccccc1-2)N1CCCCC1 | 0
O=C(c1nsc(Cl)c1Cl)N1CCN(C(=O)c2nsc(Cl)c2Cl)CC1 | -3
Cc1ccccc1-c1nc2ccccc2c(=O)n1C1CCS(=O)(=O)C1 (stereo not drawn) | 7
O=C(Nc1nc(-c2ccc(I)cc2)cs1)c1cc(Cl)ccc1[N+](=O)[O-] | -9
CC(=O)OC1CSc2nc3ccccc3n2C1 (stereo not drawn) | -4
CC(=O)c1cccc(NC(=O)Nc2ccc(C(=O)N3CCCC3)cc2)c1 | 3
COc1ccccc1CNC(=O)CSc1nc2nc(C)c(Cc3ccc(C)cc3)c(C)n2n1 | 4
COc1ccc(C2OC(=O)c3ccccc3S2)cc1 (stereo not drawn) | -3
COC(=O)C(Nc1nccs1)(OC)C(F)(F)F (stereo not drawn) | -4
Cc1ccc(C(=O)CSc2nnc(CNc3ccc(C)cc3C)n2Cc2ccco2)cc1 | -5
COc1ccc(C2N(c3cc(Cl)ccc3OC)C(=O)C3CCCN32)cc1OC (stereo not drawn) | 3
COC(=O)c1nnn(CC(=O)Nc2cccc(Cl)c2C)c1N | 0
CC(=O)c1c(C)[nH]c(C(=O)NCCCN2CCCC2)c1C | -11&-13
Cc1ccccc1C(=O)N1CCC(C(=O)Nc2cc(C(F)(F)F)ccc2Cl)CC1 | -3
CCN(CC)c1ncnc2sc(C(=O)O)c(C)c12 | 15
CCOC(=O)c1ccc(-c2nnc(-c3cc(I)cc([N+](=O)[O-])c3)o2)cc1 | -4
COC(=O)c1cccc(N2C(=O)C3C4C=CC(C)(O4)C3C2=O)c1 (stereo not drawn) | -6
O=C(CCC(=O)OCC(F)(F)C(F)F)Nc1ccc(Cl)cc1 | -24&-16
Cc1nnc(SCC(=O)Nc2nc(-c3ccccc3)cs2)[nH]c1=O | -46
Cc1ccnc(SCc2cn3cccnc3n2)n1 | 0
O=C(CCCOc1ccccc1)NC1CCSC1=O (stereo not drawn) | -11
CS(=O)(=O)Nc1ccc(C(=O)NCc2ccccn2)cc1 | -9
CC(C)c1ccc(N(C)S(=O)(=O)c2ccc3[nH]cc(C(=O)N4CCCCC4)c(=O)c3c2)cc1 | 0
O=C(Nc1nc(-c2ccccc2)cs1)c1cc([N+](=O)[O-])ccc1Cl | -8
Cc1ccc(N2C(=O)c3ccccc3C2(O)c2ncc[nH]2)cc1 (stereo not drawn) | -3
COc1cc2[nH]c(=S)nc(NCc3ccccn3)c2cc1OC | -4
CC1CCCCC1NC(=O)Cn1[nH]c(=O)c2ccccc2c1=O (stereo not drawn) | 1
O=C1CCC(=O)N1c1ccc(Cl)cc1[N+](=O)[O-] | -13
COCCOC(=O)C1=C(C)NC(=O)NC1c1cccs1 (stereo not drawn) | -3
COc1cc(OC)cc(C(=O)Nc2nnc(-c3ccccc3)s2)c1 | 3

Shown tab-delimited: 4 of the compounds above
Compound	14-3-3 PPI
Cc1ccc(C)c(Cn2c(CCNC(=O)c3ccc(F)cc3)nc3ccccc32)c1	4
Cc1ccccc1-c1nc2ccccc2c(=O)n1C1CCS(=O)(=O)C1 (stereo not drawn)	7
CS(=O)(=O)Nc1ccc(C(=O)NCc2ccccn2)cc1	-9
Cc1ccccc1C(=O)N1CCC(C(=O)Nc2cc(C(F)(F)F)ccc2Cl)CC1	-3

(list continues)
SMILES | 14-3-3 PPI
COc1ccc(S(=O)(=O)C(F)(F)F)cc1[N+](=O)[O-] | 12
O=c1[nH]c2ccc(S(=O)(=O)Nc3cccc(F)c3)cc2s1 | -7
CCOC(=O)C1=C(CC)OC(N)=C(C#N)C1c1cc(OC)ccc1OC (stereo not drawn) | 1
COc1ccccc1NC(=O)CSc1nc2c(sc3ccccc32)c(=O)n1CCc1ccccc1 | -16
O=C(CSc1nnnn1Cc1ccccc1)Nc1ccc2c(c1)OCCO2 | -4
NC(=O)c1ccccc1OCC(=O)N1CCOCC1 | -4
O=C(CCCC(=O)N(CC(=O)NC1CCCCC1)Cc1ccco1)Nc1ccccn1 | -5
CCCOc1ccc(C(=O)Nc2ccc(-c3nc4ncccc4o3)cc2)cc1 | -2
O=C(NCc1ccc(F)cc1)c1ccc(CSCc2ccc(Cl)cc2)o1 | -2
CC1CC(OC(=O)CN2CCCCC2)CC(C)(C)C1 (stereo not drawn) | -4
CCSc1nnc2c(n1)OC1(Nc3ccccc3-2)C(=O)Nc2ccc(Cl)cc21 (stereo not drawn) | -23
CCc1ccccc1NC(=O)C(NS(=O)(=O)c1cccs1)c1ccccc1 (stereo not drawn) | -3
COc1cccc2sc(Nc3nc(-c4ccccn4)cs3)nc12 | -9
O=C(c1ccc(F)cc1)N1CCN(C(=O)c2ccc(F)cc2)CC1 | 5
COc1ccc(NC(=O)CN(c2cccc(F)c2)S(C)(=O)=O)cc1OC | 1

Look-ups from the results shown:
Under 14-3-3 PPI, `O=C(CSc1nnnn1Cc1ccccc1)Nc1ccc2c(c1)OCCO2` has the entry -4
Under 14-3-3 PPI, `NC(=O)c1ccccc1OCC(=O)N1CCOCC1` has the entry -4
Under 14-3-3 PPI, `O=c1[nH]c2ccc(S(=O)(=O)Nc3cccc(F)c3)cc2s1` has the entry -7
Under 14-3-3 PPI, `CCc1ccccc1NC(=O)C(NS(=O)(=O)c1cccs1)c1ccccc1` (stereo not drawn) has the entry -3
Under 14-3-3 PPI, `CC1CC(OC(=O)CN2CCCCC2)CC(C)(C)C1` (stereo not drawn) has the entry -4

(more compounds)
SMILES | 14-3-3 PPI
CC(C)CC(C(=O)Nc1nc(-c2ccc(Br)cc2)cs1)N1C(=O)c2ccccc2C1=O (stereo not drawn) | -5
Cc1cccc(C(=O)N(Cc2ccc(N(C)C)cc2)C2CCS(=O)(=O)C2)c1 (stereo not drawn) | 0
CCC1CCCCN1CC(=O)c1c(C)[nH]c2ccccc12 (stereo not drawn) | -9
Cc1ccc(Cn2c(=S)[nH]c3ccc(N4CCOCC4)cc3c2=O)o1 | -3&-10
NC(=O)C1(N2CCCCC2)CCN(c2nc(-c3ccccc3)cs2)CC1 | -4
Cc1ccc(-c2nnn(CC(=O)O)n2)cc1 | -7
C=C(C)Cn1c(SCCC(C)C)nc2c1c(=O)[nH]c(=O)n2C | -6
O=C1C2C3c4ccccc4C(c4ccccc43)C2C(=O)N1c1ccc(Cl)cn1 (stereo not drawn) | 12
CCOC(=O)c1c(-c2cccs2)csc1NC(=O)c1ccco1 | -7
CCOC(=O)c1cnc2ccc(OCC)cc2c1Nc1ccc2c(c1)OCCO2 | -4
c1csc(-c2ncnn2-c2cc3c(s2)CCCCCC3)c1 | -9
O=C(SCC(=O)N1c2ccccc2Sc2ccccc21)c1ccccc1 | -16
COc1ccc(C(=O)Nc2cccc(-c3nc4ccccc4[nH]3)c2)cc1 | 0
CCOC(=O)C1CCCN(C(=O)C2c3ccccc3C(=O)N3CCc4ccccc4C23)C1 (stereo not drawn) | 2
CC(C)CCn1c(CN2CCOCC2)nc2c1c(=O)n(C)c(=O)n2C | 1
CC1CCc2c(sc3nc(SCC(=O)Nc4ccc5c(c4)OCCO5)n(-c4ccccc4)c(=O)c23)C1 (stereo not drawn) | -40
O=C(Nc1ccccc1)N1CCCN(Cc2ccc(F)cc2)C1 | 0
COc1ccc(Cl)cc1NC(=O)c1cc(S(=O)(=O)N2CCN(c3cc(C)ccc3C)CC2)ccc1F | -68
CCC(=O)NCCNC(=O)c1c(SC)nsc1SC | -5&-11
c1ccc(-c2noc(CSc3nnnn3-c3ccccc3)n2)cc1 | -1
COc1cccc(-c2cc(C(=O)N3C(C)CCCC3C)no2)c1 (stereo not drawn) | -7
Cc1cccc(C#N)c1NC1=CC(=O)CC(C)(C)C1 | -5
COc1ccc(NC2OC(=O)c3c2ccc(OC)c3OC)cc1 (stereo not drawn) | -5
COc1ccc2c(c1)C(=O)OC2CC(=O)O (stereo not drawn) | 4
O=C(NCCNc1ccc2ccccc2c1)c1cccn2c(=O)c3c4c(sc3nc12)CCCC4 | 11
CCN(CC)CC(=O)n1c2c(c3ccccc31)CCCC2 | -15
CCCn1c(N=Cc2ccc(OC)c3cccc(OC)c23)nc2ccccc21 | 2
c1ccc(Cc2nn3c(COc4ccccc4)nnc3s2)cc1 | -4
c1csc(Cc2nc(-c3ccc(-n4cccc4)cc3)no2)c1 | -5
COC(=O)c1cc2c(=O)n3cccc(C)c3nc2n(C2CCCCC2)c1=N | 8
CCOC(=O)CCC(=O)c1c(C)oc2ccc(OC)cc12 | 2
Cn1c(SCC(=O)c2ccc(Cl)cc2)nc2c([nH]c3ccccc32)c1=O | -22
COc1ccc(C(=O)CC(=O)C(=O)N2CCN(c3ccc([N+](=O)[O-])cc3)CC2)cc1 | -11
O=C1N(CN2CCC3(CC2)OCCO3)c2ccccc2C12OCCCO2 | 0
COc1cc(C2Nc3ccc4ncccc4c3C3=C2C(=O)CC(c2ccccc2)C3)cc(OC)c1OC (stereo not drawn) | -9
CCSc1nnc(NC(=O)CSc2nccn2-c2cc(C)cc(C)c2)s1 | -4
COc1ccc(C(=O)N2CCN(c3ccc([N+](=O)[O-])c(NC(C)C45CC6CC(CC(C6)C4)C5)c3)CC2)cc1 (stereo not drawn) | -6
Cc1noc(C)c1COc1cccc(C(=O)Nc2ccc(C#N)cc2)c1 | -8
O=C(O)c1cccc(-n2cnnn2)c1 | 2&2
Cc1cccc(OCCSc2nc3ccccc3n2CCO)c1 | 4
O=C(CSc1nnc(-c2ccco2)n1Cc1ccccc1)c1ccc(F)cc1 | -11
Cc1nc(SCC(=O)OCc2ccccc2)c2c(=O)n(C)c(=O)n(C)c2n1 | -4
CCOc1nc(SCCOc2ccc(C)cc2)nc(N(C)C)n1 | 1
O=C(NCc1ccco1)c1ccc2c(c1)N(Cc1ccc(F)cc1)C(=O)CS2 | -13
Cc1ccc(CN2C(=O)CN(C3CCCCCC3)C(=O)C2c2ccccc2F)cc1 (stereo not drawn) | 0

In another format: 2 of the compounds above.
> CCOc1nc(SCCOc2ccc(C)cc2)nc(N(C)C)n1
  14-3-3 PPI = 1
> O=C(NCc1ccco1)c1ccc2c(c1)N(Cc1ccc(F)cc1)C(=O)CS2
  14-3-3 PPI = -13

(more compounds)
SMILES | 14-3-3 PPI
CCC(=O)Nc1cc2c(cc1C(=O)CC)OCCO2 | -5
CCN(CC)CCCNC(=O)c1nn(-c2ccccc2OC)c(=O)c2ccccc12 | -4
CC(=O)Nc1nonc1-c1nc2ccccc2n1Cc1nnc(C)o1 | -5
COc1cc(Cl)c(C)cc1NC(=O)c1nn(-c2ccccc2OC)c(=O)c2ccccc12 | -6
O=C(NCCc1ccccc1Cl)c1ccc(Cn2c(=S)[nH]c3cc4c(cc3c2=O)OCO4)cc1 | -40
COCCCNC(=O)Cn1nc(-c2ccc(C)cc2)ccc1=O | -1
CC(C)CCNC(=O)c1ccc2c(=O)n(CC3CCCO3)c(=O)[nH]c2c1 (stereo not drawn) | -5
